# Screening data from PubChem BioAssay.
# DNMT1 inh: inhibitors of human DNMT1 | DNMT1 molecular beacon, Hinp1I cleavage, fluorescence | inhibition (reported as % activation of signal), % at 10 µM | actives 0.83% (n = 360,000); in the data active = inhibition above about 50%
# SKN-1 block: C. elegans SKN-1 inhibition; inhibition, % at 21.8 µM; AID 624304; C. elegans VP596 Pgst-4::GFP/RFP ratio, acrylamide-induced, 24 h; actives 0.49% (n = 360,000);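 active = interference check ratio from 0.5 to 1.5 plus GFP to RFP signal ratio inhibition reaching or exceeding a fixed threshold, cut at about 30% in these data, passing the limit was not always enough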; also: some compounds called inactive have numbers as strong as hits
# LMPTP inh: LMPTP (human) inhibition. actives 0.22% (n = 360,000). inhibition, % at 20 µM. recombinant LMPTP-A, OMFP fluorogenic substrate, fluorescence intensity. P24666. AID 651560;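 active = compounds that cut the enzyme signal by at least half of the control window in the single-dose screen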;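 also: plate controls were DMSO wells with enzyme plus substrate for no effect and substrate without enzyme for full effect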
# Target sequence (P24666 whole entry, looked up): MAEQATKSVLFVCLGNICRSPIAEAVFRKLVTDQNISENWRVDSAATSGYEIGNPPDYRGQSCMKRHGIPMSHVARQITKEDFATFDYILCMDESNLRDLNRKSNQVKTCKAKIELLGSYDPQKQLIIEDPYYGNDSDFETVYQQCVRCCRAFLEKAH
#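 Test system: LMPTP-A phosphatase enzyme; input: 0.625 nM LMPTP-A final; reagent: OMFP substrate, 400 µM final; compound dosing: 20 µM single dose, 3% DMSO; incubation: 50 min dark incubation at room temperature; measured by: endpoint fluorescence intensity from OMFP dephosphorylation; measure: % inhibition relative to no-enzyme and uninhibited control wells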
# STEP inh: STEP (human) phosphatase inhibition | AID 588621 | actives 0.25% (n = 360,000) | inhibition, % at 20 µM | recombinant STEP, OMFP fluorogenic substrate, fluorescence | P54829;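 active = inhibition at 20 µM, scaled per plate between control wells, above about 37%, limit read from the data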;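 also: 0% = DMSO with enzyme and substrate and 100% = substrate only without enzyme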
#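 Test system: STEP tyrosine phosphatase / Reagent: OMFP at 25 µM / Doses: 20 µM, 1% DMSO / Read-out: percent inhibition scaled to no-enzyme and uninhibited-enzyme controls, plate-pattern corrected / Detection: FITC-channel fluorescence of OMFP product / Medium: Bis-Tris buffer pH 6.0, 2.5 mM DTT, 0.005% Tween 20 / Schedule: 20 min at room temperature, dark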
# CendR NRP1 mod: modulators of CendR peptide binding to human neuropilin-1. O14786. FAM-RPARPAR peptide binding to NRP-1, fluorescence polarization. inhibition, % at 25 µM. actives 0.85% (n = 360,000). AID 602438;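 active = inhibition or corrected inhibition above about 18%, plus a signal ratio from 0.5 to 1.5, limit read from the data, passing the limit was not always enough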; also: strong numbers were not always called active
# Rpn11 block: inhibitors of human proteasome Rpn11; calls only at 20 µM; human 26S proteasome, Ub4-pepOG fluorescence polarization; 20S core pre-blocked with epoxomicin; O00487; actives 0.59% (n = 360,000);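 active = inhibition at 20 µM, scaled to each plate's controls, above about 33%, limit read from the data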
# Target sequence (O00487 whole entry, looked up): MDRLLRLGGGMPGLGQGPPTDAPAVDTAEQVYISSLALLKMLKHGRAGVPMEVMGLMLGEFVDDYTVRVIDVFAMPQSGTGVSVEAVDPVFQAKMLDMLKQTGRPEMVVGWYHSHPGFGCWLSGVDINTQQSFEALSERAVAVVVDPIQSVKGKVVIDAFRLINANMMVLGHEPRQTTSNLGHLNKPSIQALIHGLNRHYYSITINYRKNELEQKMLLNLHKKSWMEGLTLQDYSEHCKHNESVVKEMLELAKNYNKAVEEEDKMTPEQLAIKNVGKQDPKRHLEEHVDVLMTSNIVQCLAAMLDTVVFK
# MT1-MMP act inh: MT1-MMP (human) activation inhibition | actives 0.061% (n = 360,000) | P50281 | GFP/RFP ratio change, % at 20 µM | HT1080 RFP-PRO-GFP cells, GFP/RFP ratio fluorescence, overnight; percent of plate control window, DMSO zero | AID 651647;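 active = GFP/RFP ratio change of at least 30% with cell ATP level not reduced by more than half and red fluorescence within 50% of control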; also: strong numbers were not always called active
#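 Assay system – RFP-PRO-GFP reporter HT1080 cells · Compound dosing – single dose of 20 µM compound, 1% DMSO final · Incubation – overnight compound exposure at 37 °C · Measure – GFP/RFP fluorescence ratio · Benchmarks – DMSO wells and RFP-L50D-GFP cells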
# SUMO1-SIM PPI: modulators of human SUMO1-mediated protein-protein interactions; inhibition, % at 20 µM; P63165; SUMO1 binding to a labelled peptide, TR-FRET, 1 h; actives 0.33% (n = 360,000); AID 602429; in the data active = inhibition above about 37%
# Target sequence (P63165 whole entry, looked up): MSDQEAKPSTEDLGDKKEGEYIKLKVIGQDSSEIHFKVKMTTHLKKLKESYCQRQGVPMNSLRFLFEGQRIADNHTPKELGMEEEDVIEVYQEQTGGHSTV
# NadD inh: blocks S. aureus nicotinate mononucleotide adenylyltransferase; purified NadD enzyme, colorimetric absorbance read-out; inhibition, % at 20 µM; actives 0.78% (n = 360,000); AID 602399; in the data active = inhibition above about 26%; also: some compounds past the cut are filed as inactive
# Scp-1 inhibitor: blocks human Scp-1 phosphatase activity; actives 0.88% (n = 340,000); inhibition, % at 20 µM; Recombinant Scp1, phosphopeptide, malachite green phosphate absorbance; AID 493091; Q9GZU7;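 active = inhibition above about 50% at 20 µM, limit read from the data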;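 also: plate controls were DMSO wells with enzyme for no effect and wells lacking enzyme for full effect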
# Target sequence (Q9GZU7 76-261 limits assumed): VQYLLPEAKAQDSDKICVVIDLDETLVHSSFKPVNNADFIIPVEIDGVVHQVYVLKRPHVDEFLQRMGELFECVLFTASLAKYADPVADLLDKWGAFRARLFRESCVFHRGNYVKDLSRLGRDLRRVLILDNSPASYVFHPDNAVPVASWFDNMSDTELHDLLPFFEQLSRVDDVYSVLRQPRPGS
#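 Test system: SCP-1 catalytic domain; Buffer or medium: Acidic Tris acetate buffer with magnesium and detergent; Also added: Phosphorylated 17-residue peptide substrate; Compound: single 20 µM dose, 1% DMSO; Schedule: enzyme reaction 45 min at room temperature, colour 5 min, stabilisation 30 min; Signal: Phosphate-binding colour reagent, absorbance read at 630 nm.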
# The depositor's hits bear a star; i = inactive; · = not tested or not shown; + = active, no number.
SMILES,DNMT1 inh,SKN-1 block,LMPTP inh,STEP inh,CendR NRP1 mod,Rpn11 block,MT1-MMP act inh,SUMO1-SIM PPI,NadD inh,Scp-1 inhibitor
CCCCCCN1C[C@H](n2cc(-c3ccc(F)cc3)nn2)[C@@H](O)C[C@@H]1c1ccc(Cl)cc1,-15,-3,3.4,2,-7,i,-6,2,3,·
CN1CCN(C(=O)C2=C[C@@H](c3ccccc3)C[C@@H](OCc3ccc(CO)cc3)O2)CC1,-3,19,-2.2,2,0,i,-1,5,1,-1
Cc1cc(OC(C)C(=O)NCc2ccncc2)c2c(C)cc(=O)oc2c1 (stereo not given),4,2,-1.1,-2,2,i,6,-2,9,-2
COc1ccc(CCn2c(-c3ccc(F)cc3)nc3c(c(=O)c4ccccc4n3C)c2=O)cc1OC,31,18,3.0,5,5,i,0,-28,16,-15
O=C(OCCN=C1NS(=O)(=O)c2ccccc21)c1cccc([N+](=O)[O-])c1,2,-4,-1.8,1,5,i,3,-32,-4,-1
COc1ccnc(Oc2ccc(C)cc2C)c1C#N,0,1,0.0,-2,-5,i,0,-2,0,-6
O=C(C[C@H]1C/C=C\CC[C@@H](Cc2ccc(F)cc2)C(=O)OC[C@H]2CCCN2C1=O)N[C@H](CO)Cc1ccccc1,1,1,-1.1,1,-8,i,2,3,-3,4
COc1ccc(-c2cc(C(=O)Nc3cc(OC)c(OC)c(OC)c3)no2)cc1,-13,-3,-0.3,2,-10,i,-6,3,-7,-13
Cc1cc(-c2csc(NC(=O)c3cc4ccccc4o3)n2)c(C)n1C,0,12,2.1,0,-33,i,1,6,36*,-5
CC1(C)Nc2ccccc2C(=O)N1c1ccccc1,2,9,-1.2,-1,-4,i,-3,-7,-5,-3
CC1(C)OC(=O)C=C(CC2NS(=O)(=O)OC3CCCCC23)O1 (stereo not given),1,0,-0.7,2,-11,i,-2,0,-6,0
O=C1CCCCC1C(Nc1ccc(Br)cc1)c1ccccc1 (stereo not given),-2,-7,2.5,2,0,i,7,-2,-3,-4
O=C1CC(c2ccc(F)cc2)C(n2cncn2)C(O)=C1C1NCCc2ccccc21 (stereo not given),-2,6,-1.4,5,-2,i,-2,4,2,-5
O=C(c1ccccc1-c1nc(-c2ccc(Cl)cc2)no1)N1CCCC1,0,12,0.2,1,-6,i,-3,-1,2,-3
Nc1ccc(Nc2ccccc2N)cc1,-48,4,2.5,-2,-22,+,4,-10,29,9
Cc1ccc(NC(=O)c2cccc3c2C(=O)N(C2CCCCC2)C3)cc1,-2,-19,4.4,5,9,i,-8,5,8,-12
COc1ccc(C)cc1S(=O)(=O)N(CC(=O)Nc1cccc([N+](=O)[O-])c1)c1cc(C)cc(C)c1,-4,13,-0.1,1,-3,i,-2,3,10,-5
COc1ccc(OC)c(S(=O)(=O)n2cnc3cc(C)c(C)cc32)c1,1,24,0.2,1,6,i,3,2,-6,-4
CCS(=O)(=O)c1ccc(O)c(NC(=O)Nc2ccc(C(C)(C)C)cc2)c1,2,0,0.2,-1,-3,i,0,-1,5,-9
COC(=O)c1ccc(NC(=O)C(=O)N2CCN(C(=S)Nc3cccc(OC)c3)CC2)cc1,0,-16,-0.4,-1,-9,i,1,0,1,-2

# Overlap with the part before: two entries, then new ones.
SMILES,DNMT1 inh,SKN-1 block,LMPTP inh,STEP inh,CendR NRP1 mod,Rpn11 block,MT1-MMP act inh,SUMO1-SIM PPI,NadD inh,Scp-1 inhibitor
CCS(=O)(=O)c1ccc(O)c(NC(=O)Nc2ccc(C(C)(C)C)cc2)c1,2,0,0.2,-1,-3,i,0,-1,5,-9
COC(=O)c1ccc(NC(=O)C(=O)N2CCN(C(=S)Nc3cccc(OC)c3)CC2)cc1,0,-16,-0.4,-1,-9,i,1,0,1,-2
CCCSc1nnc(CN2CCOCC2)n1C,5,-8,-1.5,-3,-10,+,2,2,1,-5
CCOC(=O)c1cccc(NC(=S)N2CCN(c3ncc4c(=O)c(C(=O)O)cn(CC)c4n3)CC2)c1,1,6,70*,6,1,i,-3,3,21,-7
O=C(CNC(=O)C1CCCC1)Nc1ccccc1Br,1,4,-2.9,1,11,i,-1,2,-2,-6
COc1ccc(NC(=O)C(c2ccc(C)cc2)N(C)C(=O)Cc2cccs2)cc1 (stereo not given),-7,-2,0.6,0,8,i,-25,-2,-5,-16
C=CCn1c(SCCC)nc(O)cc1=O,-1,7,0.0,-4,1,i,9,-1,0,0
CCc1ccc(NC(=O)CSc2nnc(Cc3cccn3C)n2-c2ccc(F)cc2)cc1,-4,15,1.6,-1,-1,i,7,-2,7,2
NC(=O)c1cccnc1Oc1ccc(Cl)cc1Cl,1,-9,-0.2,-2,9,i,2,8,-6,8
CCCCCCCCS(=O)c1sc2nc(C)cc(C)c2c1N (stereo not given),-2,5,0.6,0,6,i,3,-5,5,-18
CC1(C)CC(NS(=O)(=O)c2cccc3ccccc23)CC(C)(C)N1,-1,7,-0.4,-2,0,i,-2,-6,-3,-2
COc1ccc(C)cc1S(=O)(=O)N(CC(=O)N1CCCC1)c1ccc(C)cc1,-1,-14,0.3,-1,7,i,-1,14,-9,-9
CCCOC(=O)c1ccc(NC(=O)c2ccccc2OC)cc1,2,8,1.2,1,-13,i,4,-1,-7,-5
CCOC(=O)N1CCN(C(=O)Cn2c(C)cc3ccccc3c2=O)CC1,6,5,-0.8,-2,-12,i,1,-1,-3,6
Cc1c(C(=O)N2CCCC2)c(S(=O)(=O)NCC(C)c2ccccc2)c(C)n1C (stereo not given),-1,1,-1.9,-4,15,i,5,-1,-1,1
C#CCSc1nnc(-c2ccc(OC)cc2)o1,-2,8,-0.9,-3,-4,i,-6,3,-6,-3
CCn1c(Cc2ccccc2)nnc1SCC(=O)N1CCCCC1,0,22,-0.7,-3,12,i,4,3,6,-7
Cc1nnc(SCC(=O)NN2C(=O)NC3(CCCCC3)C2=O)s1,4,1,-1.9,3,3,i,-2,0,-2,-4
Oc1ccccc1OCc1nc2ccccc2s1,-2,19,-1.2,-4,-16,i,2,-3,-2,-5
N#Cc1ccc(Oc2ccc(/C=N/O)cn2)cc1,-2,0,0.2,-4,3,i,-2,-2,0,-2
Cc1nc(C(=O)Nc2ccc(F)cc2)nn1-c1ccc([N+](=O)[O-])cc1,-1,10,0.1,-1,-14,i,2,-31,-2,-10
CC(=O)c1c(C)[nH]c(C(=O)Nc2ccccc2Cl)c1C,0,10,-0.4,0,6,i,-1,-2,-1,9
COc1cc2nc(N(CCCN(C)C)C(=O)c3ccc(C(=O)c4ccccc4)cc3)sc2cc1OC,-2,5,-3.8,1,13,i,3,-12,-3,-4
C=CCN1C(=O)/C(=C/c2ccc(OC)cc2)S/C1=N/c1nccs1,2,9,0.2,-2,-15,i,-1,-3,1,-4
CCOC(=O)/C(=N/Nc1ccccc1)Sc1nnc(CCc2ccccc2)n1-c1ccccc1,0,1,-0.5,-2,-6,i,-4,-3,4,5
CC1CCN(c2ccc([N+](=O)[O-])c(SCCO)c2)CC1,-2,14,1.1,-1,-3,i,2,-38,1,-1
O=P(CCN1CCCCC1)(c1ccccc1)c1ccccc1,0,6,-1.1,-3,9,i,0,2,-1,-3
COc1ccc(OC)c(NC(=O)Cn2c(-c3ccc(Cl)cc3)noc2=O)c1,-4,8,0.9,-3,6,i,-7,-1,-6,-4
O=C(Nc1nc(-c2nc3ccccc3s2)cs1)C1COc2ccccc2O1 (stereo not given),-2,16,3.5,2,-28,i,0,-2,18,-3
COc1cc(SC)ccc1C(=O)OCC(=O)N1CC(=O)Nc2ccccc21,-1,24,-0.3,0,0,i,-3,17,2,21
CC(C)(C)OC(=O)NCc1ccc(NC(=O)c2nc[nH]c2C(=O)NCCNC(=O)c2[nH]cnc2C(=O)Nc2ccc(CNC(=O)OC(C)(C)C)cc2)cc1,64*,11,-3.7,-4,-3,i,-44,0,25,4
CCN(C(=O)CN1C(=O)c2ccc([N+](=O)[O-])cc2C1=O)C1CCCCC1,-1,-9,-0.6,-3,-5,i,-1,-30,-1,4
COc1ccc(Cc2nnc(NC(=O)c3ccccc3Cl)s2)cc1OC,-1,-2,0.2,-3,6,i,3,20,-7,-6
Cc1ccnc(Sc2ccc([N+](=O)[O-])cn2)n1,6,3,-0.9,-2,12,i,0,-26,3,1
C/C(=N\NC(=O)C1CC1)c1ccc(C(C)(C)C)cc1,0,-8,-1.7,-1,13,i,4,0,3,-1
O=C(Nc1ccc(NC(=O)c2ccccc2F)cc1)c1cccs1,0,21,1.2,-4,10,i,5,-4,-3,-10
CCCCOc1ccc(C(=O)N/C(=C\c2cccc([N+](=O)[O-])c2)C(=O)OC(C)C)cc1,-4,17,-0.4,4,2,i,3,-3,-3,-7
COc1ccc(CCNC(=O)C2(c3ccccc3)CC2)cc1,2,25,-1.2,2,3,i,3,-2,-5,-4
CCCCN1C(=N)N([C@@H](CCC)CN2CCC[C@H]2CN2C(N)=NC[C@H]2C(C)C)C[C@H]1[C@H](C)CC,2,-15,0.0,-4,6,i,3,7,-5,4
COc1ccc(S(=O)(=O)N2CC=C(c3ccccc3)CC2)cc1OC,-9,27,1.2,0,-8,i,-2,4,0,·
Cc1cccc2sc(NNC(=O)c3cc(=O)c4ccccc4o3)nc12,-17,4,3.3,0,-48,i,-6,-15,45*,-7
COc1ccc(Nc2ncnc3sc(-c4ccccc4)cc23)cc1OC,-11,3,4.3,-1,-4,i,5,-5,2,11
CSc1nnc2n(-c3ccc(C)cc3)c(=O)c3c4c(sc3n12)COC(C(C)C)C4 (stereo not given),28,8,-0.5,1,-2,i,-5,2,11,-7
Cc1cc(NC(=O)Cn2nc([N+](=O)[O-])c(Br)c2C)no1,-2,1,-1.9,-3,4,i,3,-22,-5,-8

# 5 compounds out of the list above, sorted by their value in DNMT1 inh, lowest first.
molecule,DNMT1 inh,SKN-1 block,LMPTP inh,STEP inh,CendR NRP1 mod,Rpn11 block,MT1-MMP act inh,SUMO1-SIM PPI,NadD inh,Scp-1 inhibitor
Cc1cccc2sc(NNC(=O)c3cc(=O)c4ccccc4o3)nc12,-17,4,3.3,0,-48,i,-6,-15,45*,-7
COc1ccc(Nc2ncnc3sc(-c4ccccc4)cc23)cc1OC,-11,3,4.3,-1,-4,i,5,-5,2,11
CCCCOc1ccc(C(=O)N/C(=C\c2cccc([N+](=O)[O-])c2)C(=O)OC(C)C)cc1,-4,17,-0.4,4,2,i,3,-3,-3,-7
Cc1cc(NC(=O)Cn2nc([N+](=O)[O-])c(Br)c2C)no1,-2,1,-1.9,-3,4,i,3,-22,-5,-8
COc1ccc(Cc2nnc(NC(=O)c3ccccc3Cl)s2)cc1OC,-1,-2,0.2,-3,6,i,3,20,-7,-6
